TRHR ag = qHTS for Small Molecule Agonists and Allosteric Enhancers of Human TRH Receptor: Primary Screen for Agonists. TRHR cells, calcium flux fluo-8, FDSS agonist mode. Thyrotropin-releasing hormone receptor (Homo sapiens), P34981. 360,000 compounds, 0.18% hits. activation, % at 2 µM; in the data active = activation above about 30%; also: 0% is about no effect
Target sequence (P34981 whole entry, looked up): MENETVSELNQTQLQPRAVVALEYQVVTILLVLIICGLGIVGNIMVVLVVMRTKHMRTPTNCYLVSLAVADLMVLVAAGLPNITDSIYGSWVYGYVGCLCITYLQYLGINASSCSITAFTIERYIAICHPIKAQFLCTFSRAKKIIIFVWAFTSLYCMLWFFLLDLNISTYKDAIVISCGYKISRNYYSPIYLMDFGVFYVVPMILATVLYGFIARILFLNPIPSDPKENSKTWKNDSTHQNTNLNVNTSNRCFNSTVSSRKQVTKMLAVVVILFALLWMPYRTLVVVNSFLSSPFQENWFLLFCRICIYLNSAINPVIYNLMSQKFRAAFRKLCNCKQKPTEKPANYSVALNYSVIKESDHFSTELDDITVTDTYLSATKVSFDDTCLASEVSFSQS
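In this calcium-flux screen, cells bearing human TRHR are dye-loaded with fluo-8, baselined for 10 cycles, then exposed to library compounds; positive kinetic calcium responses during the agonist phase mark hits, with TRH as control.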
IDH1 R132H inh = qHTS for Inhibitors of mutant isocitrate dehydrogenase 1 (IDH1): qHTS; Potency, µM (top dose mostly 76.6 µM), without a hit: at the highest dose activity change, negative = inhibition, hits mostly inhibitors; AID 602179, 2012; Isocitrate dehydrogenase [NADP] cytoplasmic (Homo sapiens), O75874; IDH1-R132H enzyme, NADPH consumption, diaphorase/resazurin fluorescence; 390,000 compounds, 0.093% hits; also: potency is read from the fitted curve at half-maximal effect; % is scaled to controls: 0 for no effect and ±100 for the full control effect; nearly all actives have a fitted effect of over 65% in size
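IDH1-R132H (0.5 ug/mL dispensed) in pH 7.5 Tris buffer was preincubated 30 min with compound, then given a substrate mix of 0.016 mM NADPH and 2 mM alpha-KG for 80 min at room temperature; remaining NADPH was read by diaphorase/resazurin fluorescence.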
USP1-UAF1 inh = Inhibitors of USP1/UAF1: Primary Screen. Ubiquitin carboxyl-terminal hydrolase 1 (Homo sapiens), O94782. Potency, µM (titrated, usually from 57.1 µM), inactives show top-dose activity change, negative = inhibition, hits mostly inhibitors. recombinant USP1/UAF1, Ub-Rhodamine cleavage fluorescence. 390,000 compounds, 0.23% hits; also: potency is read from the fitted curve at half-maximal effect; % is scaled to controls: 0 for no effect and ±100 for the full control effect; nearly all actives have a fitted effect of over 60% in size; inactives centre near -12
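USP1/UAF1 complex at 1 nM was preincubated with compound for 15 min at room temperature, then Ub-Rho substrate (150nM final) was added. Fluorescence (480/540 nm) was read kinetically, 6 reads every 60 seconds.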
TrxR1 inh = qHTS Assay for Inhibitors of Mammalian Selenoprotein Thioredoxin Reductase 1 (TrxR1): qHTS; Thioredoxin reductase 1, cytoplasmic (Rattus norvegicus), O89049; recombinant rTrxR1, NADPH fluorescence consumption, selenite substrate; Potency, µM (top dose mostly 114 µM), for the others: at the top dose activity change, negative = inhibition, usual class: inhibitors; 390,000 compounds, 1% hits; also: potency is read from the fitted curve at half-maximal effect; % is scaled to controls: 0 for no effect and ±100 for the full control effect; nearly all actives have a fitted effect of over 65% in size
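Rat TrxR1 (90 nM in the dispensed reagent) was pre-reduced with 400 uM NADPH for 5 min at room temperature, then incubated with compound for 15 min. After 400 uM selenite was added, NADPH fluorescence (Ex 340/Em 450 nm) was followed for 8 min.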
TRHR PAM = qHTS for Small Molecule Agonists and Allosteric Enhancers of Human TRH Receptor: Primary Screen for Enhancers | Thyrotropin-releasing hormone receptor (Homo sapiens), P34981 | TRHR cells, fluo-8 calcium fluorescence, EC20 TRH enhancement | enhancement, % at 2 µM | 360,000 compounds, 0.66% hits; in the data active = enhancement above about 30%; also: 0% is about no effect
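Enhancer read-out: after compound pinning and an initial kinetic agonist-mode read, an EC20 of TRH (10 nM final) was injected and fluo-8 calcium signal (Ex 480/Em 530) followed at 1 s/cycle for 100 cycles in TRHR-expressing cells.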
D2 antag = HTS Assay for Allosteric Antagonists of the Human D2 Dopamine Receptor: Primary Screen for Antagonists. 340,000 compounds, 2% hits. HEK293 TREx D2 cells, calcium flux, dopamine EC80. AID 485344, 2010. D(2) dopamine receptor (Homo sapiens), P14416. inhibition, % at 10 µM; in the data active = inhibition above about 30%; also: 0% is about no effect
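Inhibition of EC80 dopamine-driven calcium flux, recorded kinetically, defines activity here; cells are a tetracycline-induced HEK293 T-REx line expressing force-coupled D2.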
PI4K2A inh = qHTS for small molecular inhibitors of PI4K2A | 420,000 compounds, 0.13% hits | Phosphatidylinositol 4-kinase type 2-alpha (Homo sapiens), Q9BTU6 | purified PI4K2A, ADP-Glo luminescence, 1 h; stronger effect = lower value | AID 1346378, 2018 | activity change, negative = inhibition, % at 76.9 µM; in the data active = activity change below about -50%; inconclusive = mostly about -30% to -49%;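 also: -100% = wells without enzyme as full effect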
Target sequence (Q9BTU6 whole entry, looked up): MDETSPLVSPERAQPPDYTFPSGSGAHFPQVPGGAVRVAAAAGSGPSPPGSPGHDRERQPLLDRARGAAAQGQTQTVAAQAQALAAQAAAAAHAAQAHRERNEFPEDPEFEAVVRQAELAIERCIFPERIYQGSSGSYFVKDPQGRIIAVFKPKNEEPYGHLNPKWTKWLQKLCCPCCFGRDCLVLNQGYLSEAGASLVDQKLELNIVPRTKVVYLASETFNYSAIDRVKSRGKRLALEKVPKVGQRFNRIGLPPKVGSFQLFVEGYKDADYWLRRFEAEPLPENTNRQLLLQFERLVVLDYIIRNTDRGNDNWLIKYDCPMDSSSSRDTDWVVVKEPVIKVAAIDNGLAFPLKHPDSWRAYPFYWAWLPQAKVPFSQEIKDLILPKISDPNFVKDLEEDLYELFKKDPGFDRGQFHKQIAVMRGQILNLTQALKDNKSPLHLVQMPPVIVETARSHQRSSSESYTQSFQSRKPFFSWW
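In this quantitative HTS, ADP production by PI4K2A was quantified luminescently after 1 h at ambient temperature; 100 microM adenosine served as plate-quality control.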
D2 ag = HTS Assay for Allosteric Agonists of the Human D2 Dopamine Receptor: Primary Screen for Agonists; activation, % at 2 µM; 340,000 compounds, 0.53% hits; HEK293 T-REx D2 cells, calcium flux agonist mode; D(2) dopamine receptor (Homo sapiens), P14416;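 active = activation over 3 SD above normal in the single-dose calcium agonist read, cut at about 30% in these data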; also: 0% is about no effect
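Calcium-flux readout, 1 cycle/sec over 180 s following compound pin transfer, in inducible HEK293 Trex D2 cells (force-coupled); dopamine controls included. Positive calcium responses during this window marked compounds as potential agonists.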
TrxR1 substrate = qHTS Assay for Substrates of Mammalian Selenoprotein Thioredoxin Reductase 1 (TrxR1): qHTS; Thioredoxin reductase 1, cytoplasmic (Rattus norvegicus), O89049; purified TrxR1 substrate turnover, NADPH consumption readout; Potency, µM (highest dose often 114 µM), without a hit: at the highest dose activity change, negative = substrate turnover; 390,000 compounds, 0.01% hits; AID 588456, 2011; also: potency is read from the fitted curve at half-maximal effect; % is scaled to controls: 0 for no effect and ±100 for the full control effect; nearly all actives have a fitted effect of over 50% in size
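Rat TrxR1, dispensed at 90 nM, was prereduced with 400 uM NADPH (final) for 5 min at ~22 deg C, then incubated with compound 15 min before 400 uM selenite. A first-read NADPH fluorescence drop versus no-compound background flagged substrates.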
* marks the source's active call; other numbers are inactive results; ? = inconclusive; . = no result given; & = joins results of further samples; [ ] = remark or other dose. Unless noted, calls follow the shape of the dose curve; as a rule, active = well fitted inhibition curve with a large enough effect; inconclusive = small, poorly fitted or top-dose-only effect; inactive = no such curve, though single readings can be large or run the other way.

SMILES	TRHR ag	IDH1 R132H inh	USP1-UAF1 inh	TrxR1 inh	TRHR PAM	D2 antag	PI4K2A inh	D2 ag	TrxR1 substrate
C/C(=N/OC(=O)C1CC1)c1cc(-c2ccc(Cl)cc2)no1	1.3	-4%	-4%	14%	2	0	-1	0.5	0%
O=C(CSCc1ccccc1)Nc1ccccc1	-0.3	1%	-14%	6%[57.1 µM]	-1	15	4	1.4	-10%[57.1 µM]
CCN(CC)S(=O)(=O)c1ccc(Cc2ncc(C(F)(F)F)cc2Cl)s1	-0.5	19%	-14%	16%	-3	5	-8	0.4	16%
Cc1ccc(C2/C(=C(/O)c3ccc(Cl)cc3)C(=O)C(=O)N2CC2CCCO2)o1 (configuration not stated)	0.5	4%	-20%	2%[57.1 µM]	3	-5	-9	0.8	6%[57.1 µM]
Cc1ccc(NC(=O)NCc2ccccn2)cc1Cl	-0.6	0%	-11%	21%	2	-5	-2	-0.2	2%
CCCCn1nnc(NC(=O)Cc2ccc(Cl)cc2)n1	-3.4	13%	-23%	19%	0	1	9	0.0	4%
CC1CN(C(=O)CCC(=O)NCc2cccs2)c2cc(Cl)ccc2O1 (configuration not stated)	-1.0	-6%	-15%	2%	8	.	-1	-1.3	15%
O=C(COc1ccc([N+](=O)[O-])cc1)Nc1ccncc1	-2.4	1%	-15%	8%[57.1 µM]	-2	15	-1	-0.6	-2%[57.1 µM]
O=C1C2C3C=CC(C3=C3CCCCC3)C2C(=O)N1Cc1ccccc1 (configuration not stated)	0.2	6%	-6%	?	-3	1	-3	2.9	-1%
Cc1ccc(S(=O)(=O)Cc2ccc(C(=O)NC3CCCC3)o2)cc1	-0.4	-4%	-21%	-4%	-1	-13	-4	0.7	6%
O=C(c1cc(C2CC2)nn1-c1ccccc1)N1CCN(Cc2ccccc2F)CC1	-1.4	2%	-11%	-11%	-5	-24	3	0.2	-5%
Cc1ccc(C(=O)Nc2nnc(S(=O)(=O)N3CCCCCC3)s2)cc1	-0.2&-0.2	16%&12%	-17%&-1%	17%&24%	5&-2	-27	3&-6	-0.1&0.6	-2%&-5%
CCCCN(Cc1ccccc1)c1ncnc2nc[nH]c12	0.4	3%	-20%	6%	7	9	-3	-2.1	2%
CCCc1cc(=O)oc2cc(OCc3cccc(OC)c3)c(Cl)cc12	0.8	3%	-15%	12%[57.1 µM]	-6	-8	-1	0.0	-10%[57.1 µM]
CCC(NC(=O)CSc1nnnn1C1CC1)c1ccc(Br)cc1 (configuration not stated)	0.3	8%	-13%	2%	-6	-21	-3	0.3	-3%
Nc1nc(-c2ccccc2)c(N=Nc2cccnc2)s1	-0.7	5%	-21%	14%[57.1 µM]	0	5	-2	-1.2	2%[57.1 µM]
CCOc1ccc(C(=O)Nc2nnn(CC)n2)cc1	-0.2	8%	-2%	10%	-9	-2	-5	2.9	2%
CN(C)CC(C)(C)CNc1ccc(S(=O)(=O)N2CCCC2)cn1	.	0%	-2%	5%	.	.	-3	.	3%
CC1(C)CC(=O)C2=C(C1)Nc1ccccc1NC2c1ccc([N+](=O)[O-])cc1 (configuration not stated)	.	-3%	-15%	-3%	.	.	13	.	-12%
O=C(Nc1cccc(F)c1)c1cccc2c1C(=O)N(C1CCCCC1)C2	-0.8&0.3	-2%	2%&-1%	8%&3%	1&-3	-37	-2&0	1.1&-0.9	-4%&-3%
CC1CCCC(NC(=O)C2CCN(S(=O)(=O)c3cnc[nH]3)CC2)C1C (configuration not stated)	0.4	-4%	?	23%	2	-1	0	1.2	8%
O=C(OCCN1CCOCC1)C1(c2ccccc2)CCCCC1	.	6%	-27%	18%[57.1 µM]	.	.	-5&2	.	8%[57.1 µM]
CCCCNC(=O)CC1Nc2ccccc2NC1=O (configuration not stated)	0.8	6%	-24%	15%	-5	9	0	-0.1	15%
COc1ccc(Cl)cc1N(CC(=O)NCCSCc1ccccc1)S(C)(=O)=O	-0.5	-3%	-11%	-3%	-2	-19	5	0.1	-5%
Cc1ccc(/C=C/C(=O)OCC(=O)NC(=O)NCc2ccco2)cc1	-0.4	-13%	-14%	-20%	0	12	-1	-0.5	-4%
Cn1c(=O)n(CCCO)c(=O)c2c1nc1n2CCCN1Cc1ccccc1	0.1	5%	5%	9%	-31	25	-12	-0.8	-5%
CCOC(=O)CN1C(=O)CSc2ccc(S(=O)(=O)N3CCOCC3)cc21	0.0	-2%	-4%	13%[57.1 µM]	1	6	-8	1.2	4%[57.1 µM]
COC(=O)c1sccc1NC(=O)CSc1cccc(Cl)c1Cl	0.9	4%	-2%	-2%	-2	-7	-6	1.2	-7%
CCC1Oc2ccc(C)cc2N(CC(=O)N2CCCC2)C1=O (configuration not stated)	0.4	8%	-9%	14%	3	10	-3	-0.5	-2%
O=C(c1ccc2c(c1)OCO2)N1CCN(C(=O)c2ccco2)CC1	0.7	1%	-8%	13%	-4	.	7	.	1%
CCC(=O)Nc1ccc2c(c1)nc(CCN1CCCCC1)n2C	1.4	-12%	-10%	2%	2	-3	-1	0.6	-2%
CCS(=O)(=O)N1CC(=O)N(c2ccc(Cl)cc2)C(C)(C(=O)NC2CCCCCC2)C1 (configuration not stated)	-0.6	-8%	-25%	15%	12	.	-3	.	-5%
COc1ccccc1C/C(N)=N/OC(=O)c1ccco1	1.1	-20%	2%	12%	6	-27	0	0.7	2%
Cc1ccccc1NC1=C(Cl)C(=O)OC1OC(=O)c1ccccc1C (configuration not stated)	-0.1	-7%	-24%	2%[57.1 µM]	-8	5	-1	-1.0	-3%[57.1 µM]
O=C(NC(=S)Nc1ccccc1N1CCCCC1)c1ccc(F)cc1	6.3	3%	-24%	-20%	-1	-4	-1	-0.3	-7%
COc1ccc(N(CC(=O)Nc2cccc(C(=O)O)c2)S(=O)(=O)c2c(C)noc2C)cc1	0.5	-1%	4%	8%	-1	13	-7	-0.2	2%
CCOc1ccc2nc(N3CCCC(C(=O)N4CCN(CC)CC4)C3)sc2c1 (configuration not stated)	0.0	16%	-26%	15%	5	4	13	1.0	0%
Cc1nc2ccccc2c(=O)n1NC(=O)c1c(F)cccc1F	0.8	-6%	-11%	18%	1	.	3	.	-1%
COc1ccccc1CCNC(=O)c1cc2ccccn2n1	-0.3	0%	-12%	-5%[57.1 µM]	0	.	-1	-0.1	-5%[57.1 µM]
Cc1ccc(C(=O)/C=C/Nc2ccccn2)cc1	.	5%	-12%	-10%	.	.	?	.	-5%
O=C1c2cccc(Sc3ccccc3)c2C(=O)c2c(Sc3ccccc3)cccc21	0.4	1%	1%	1%[57.1 µM]	5	-10	-19	1.7	-1%[57.1 µM]
CC(C(=O)OCC(=O)Nc1cccc(S(=O)(=O)N2CCOCC2)c1)N1C(=O)c2ccccc2C1=O (configuration not stated)	-0.4	-3%	-27%	-13%	-5	0	1	0.1	-4%
Cc1ccc2c(c1)-c1c(cnn1CC(=O)O)CO2	-0.5	3%	-16%	-13%	3	-1	5	-1.6	-7%
COc1ccccc1C(=O)COC(=O)CNC(=O)c1ccc(Br)o1	0.1	12%	-15%	-19%	-4	1	0	0.3	4%
Cc1ccc(S(=O)(=O)N2CCOCC2)cc1NC(=O)c1cc(-c2ccccn2)nc2ccccc12	-0.4	-6%	-32%	20%	-7	5	2	0.3	6%
Cc1ccc2c(COC(=O)c3c(C)noc3C)cc(=O)oc2c1	0.0	-1%	-27%	5%[57.1 µM]	-1	-7	3	-0.2	6%[57.1 µM]
Cc1ccnc(N2CCC(C(=O)Nc3ccc(Oc4ccccc4)cc3)CC2)n1	0.8	-2%	-10%	1%	-4	6	2	0.9	-4%
O=C(Nc1nnc(C(F)(F)F)s1)c1ccc(N2C(=O)C3C4C=CC(C4)C3C2=O)cc1 (configuration not stated)	-0.1	10%	-8%	-22%	1	13	0	0.1	-10%
COc1cc2c(cc1OC)C(c1ccncc1)CC(=O)N2 (configuration not stated)	0.1	-2%	4%	9%	-1	-14	-4	0.2	-4%

Some of these compounds in order of length of the SMILES, descending.
SMILES	TRHR ag	IDH1 R132H inh	USP1-UAF1 inh	TrxR1 inh	TRHR PAM	D2 antag	PI4K2A inh	D2 ag	TrxR1 substrate
Cc1ccc(S(=O)(=O)N2CCOCC2)cc1NC(=O)c1cc(-c2ccccn2)nc2ccccc12	-0.4	-6%	-32%	20%	-7	5	2	0.3	6%
O=C(Nc1nnc(C(F)(F)F)s1)c1ccc(N2C(=O)C3C4C=CC(C4)C3C2=O)cc1 (configuration not stated)	-0.1	10%	-8%	-22%	1	13	0	0.1	-10%
O=C1c2cccc(Sc3ccccc3)c2C(=O)c2c(Sc3ccccc3)cccc21	0.4	1%	1%	1%[57.1 µM]	5	-10	-19	1.7	-1%[57.1 µM]

An excerpt from above in order of the USP1-UAF1 inh value, rising:
Molecule	USP1-UAF1 inh
CCOc1ccc2nc(N3CCCC(C(=O)N4CCN(CC)CC4)C3)sc2c1 (configuration not stated)	-26%
O=C(c1cc(C2CC2)nn1-c1ccccc1)N1CCN(Cc2ccccc2F)CC1	-11%
O=C(Nc1nnc(C(F)(F)F)s1)c1ccc(N2C(=O)C3C4C=CC(C4)C3C2=O)cc1 (configuration not stated)	-8%
CCOc1ccc(C(=O)Nc2nnn(CC)n2)cc1	-2%
COc1cc2c(cc1OC)C(c1ccncc1)CC(=O)N2 (configuration not stated)	4%

Bioassay records (PubChem)
